Screening results from PubChem.
TGFb inhibitor: TGF-b pathway inhibition; HepG2 CAGA-GFP TGF-b/SMAD3 reporter, GFP fluorescence, 18 h; TGF-beta stimulated, 500 pg/mL final; Potency, µM (titrated, usually from 46.1 µM), inactives show top-dose activity, negative = inhibition, most hits filed as inhibitors; 410,000 compounds, 1.2% hits; AID 588855; further: potency means the concentration at half of the fitted maximal effect; on the % scale 0 is the no-effect control and ±100 the full control effect; nearly all actives have a fitted effect of over 65% in size
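Inhibition was scored as loss of TGF-beta-induced (500 pg/mL final, 18 hours, 37 degrees C) GFP in HEPG2 cells carrying a CAGA-GFP reporter, in DMEM with 1% FBS. Well GFP was summed per cell; Activity was normalised to unstimulated and stimulated DMSO wells, then concentration-response fitting.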
Nrf2 block: inhibitors of Nrf2 signaling; Potency, µM (highest dose often 46 µM), for inactives: at the top dose activity change, negative = inhibition, actives largely listed as inhibitors; 360,000 compounds, 2.1% hits; A549 ARE-Fluc reporter, luciferase luminescence, 18-24 h; further: potency means the concentration at half of the fitted maximal effect; on the % scale 0 is the no-effect control and ±100 the full control effect; nearly all actives have a fitted effect of over 60% in size
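A549 ARE_Fluc cells (5000/well, 5% FBS OPTI-MEM) pre-incubated 2 h, then treated with compounds 18-24 h at 37C/5% CO2 in concentration-response. CellTiter-Fluor viability read first; BugLite luciferase luminescence after 15 min at room temperature gives Nrf2 activity.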
CCT chaperon mod: modulators of cytosolic chaperonin (CCT/TRiC) activity. purified chaperonin ATPase assay, HTRF ADP detection, 30 min. activity change, % (test concentration not listed), hits read low. 360,000 compounds, 0.3% hits. AID 651819; in the data active means activity change below about -30%; further: on the % scale 0 is the no-effect control and ±100 the full control effect
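Enzyme 40 or 20 nM (batch-dependent) in Tris pH 7.4/KCl/MgCl2/DTT; cpd 76 uM single point; ATP 10 uM; 30 min 37 °C; Transcreener ADP HTRF detection, 30 min RT; ratio 665/615.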
Mm-Cpn inhibitor: inhibitors of Methanococcus maripaludis chaperonin (MmCpn); Potency, µM (top dose mostly 76.9 µM), inactives show at the top dose activity, negative = inhibition, hits mostly inhibitors; purified Mm-Cpn ATPase, ADP Transcreener TR-FRET; 330,000 compounds, 0.031% hits; AID 504842; further: potency means the concentration at half of the fitted maximal effect; on the % scale 0 is the no-effect control and ±100 the full control effect; nearly all actives have a fitted effect of over 80% in size
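25 nM Mm-CPN + cpd, 10 min 37°C; + 10 uM ATP, 30 min 37°C; buffer 30 mM Tris pH 7.4, 100 mM KCl, 5 mM MgCl2, 1 mM DTT; Transcreener ADP HTRF detection 30 min RT.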
A549 viability: counter-screen for Nrf2 inhibitors: cytotoxicity in A549 cells; A549 ARE-Fluc cells, CellTiter-Fluor viability, 18-24 h; Potency, µM (top dose mostly 46 µM), for inactives: top-dose activity change, negative = cytotoxicity, hits mostly inhibitors; 390,000 compounds, 0.16% hits; further: potency means the concentration at half of the fitted maximal effect; on the % scale 0 is the no-effect control and ±100 the full control effect
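Cytotoxicity counterscreen: CellTiter-Fluor fluorescence was measured in A549 ARE_Fluc cells after 18-24 h of compound exposure in a concentration series. The subsequent BugLite luminescent read reports ARE-luciferase activity.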
Nrf2 activator: activates Nrf2 signaling; AREc32 ARE-luciferase reporter (MCF7-derived line), luminescence, 24 h; Potency, µM (highest dose often 46.1 µM), inactives show at the highest dose activation, usual class: activators; 410,000 compounds, 0.31% hits; further: potency means the concentration at half of the fitted maximal effect; % of control where 0% means no effect; nearly all actives have a fitted effect of over 65% in size
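Luminescent ARE reporter assay in AREc32_Fluc cells: overnight plating at 37 deg C, 24 hr compound incubation, Steady-Glo added, 30 min RT before reading.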
Akt phos inh: inhibitors of Akt phosphorylation; Neuro2A IGF-stimulated pAkt S473 HTRF, 20 min; active compounds read low; 360,000 compounds, 0.32% hits; activity change, % for hits at 50 µM; in the data active means activity change below about -80%; inconclusive means mostly about -51% to -80%; further: on the % scale 0 is the no-effect control and ±100 the full control effect
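Neuro2A cells (4,500/well, DMEM with 0.5% FBS) were treated with compound at a single 50 µM final concentration, stimulated with 6 nM IGF for 20 min at 37 °C, and lysed. Phospho-Akt Ser473 was read by HTRF as 665/615 ratio ×10^4.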
EPAC2 ag: EPAC2 (human) agonism; 360,000 compounds, 0.079% hits; AID 720711; Q8WZA2; Potency, µM (top dose mostly 154 µM), inactives show at the top dose activation, hits mostly activators; EPAC2 activation, biochemical qHTS; response scale: 100% = 6.5 mM cAMP response; further: potency means the concentration at half of the fitted maximal effect; nearly all actives have a fitted effect of over 50% in size
Target sequence (Q8WZA2 whole entry, looked up): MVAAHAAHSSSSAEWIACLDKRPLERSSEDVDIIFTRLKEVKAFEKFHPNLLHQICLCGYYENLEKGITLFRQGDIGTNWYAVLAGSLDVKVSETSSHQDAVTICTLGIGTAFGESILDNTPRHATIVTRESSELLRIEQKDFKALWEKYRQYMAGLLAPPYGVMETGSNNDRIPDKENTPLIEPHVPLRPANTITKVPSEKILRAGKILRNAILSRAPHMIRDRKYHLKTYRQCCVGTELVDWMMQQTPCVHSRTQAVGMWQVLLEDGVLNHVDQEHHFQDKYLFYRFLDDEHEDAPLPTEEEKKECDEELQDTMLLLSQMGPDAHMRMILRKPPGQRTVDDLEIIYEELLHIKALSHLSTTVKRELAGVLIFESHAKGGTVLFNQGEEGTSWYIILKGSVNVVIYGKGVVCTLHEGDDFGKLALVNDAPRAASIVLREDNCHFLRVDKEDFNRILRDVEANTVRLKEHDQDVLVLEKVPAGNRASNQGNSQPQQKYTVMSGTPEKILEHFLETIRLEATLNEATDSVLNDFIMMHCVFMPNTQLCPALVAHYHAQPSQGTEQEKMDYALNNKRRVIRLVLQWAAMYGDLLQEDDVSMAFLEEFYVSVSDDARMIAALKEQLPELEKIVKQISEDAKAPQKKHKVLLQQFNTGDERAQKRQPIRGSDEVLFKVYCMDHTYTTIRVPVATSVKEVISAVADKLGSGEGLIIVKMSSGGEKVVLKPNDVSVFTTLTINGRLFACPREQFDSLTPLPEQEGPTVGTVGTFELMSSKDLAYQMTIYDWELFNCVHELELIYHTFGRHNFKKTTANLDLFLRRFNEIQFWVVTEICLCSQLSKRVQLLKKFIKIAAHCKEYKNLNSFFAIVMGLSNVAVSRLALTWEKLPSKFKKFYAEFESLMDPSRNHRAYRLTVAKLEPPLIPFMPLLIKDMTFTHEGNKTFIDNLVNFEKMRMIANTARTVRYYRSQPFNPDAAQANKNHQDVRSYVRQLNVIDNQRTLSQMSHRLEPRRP
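EPAC2 (100 nM) mixed with Rap1B loaded with BODIPY-GDP (250 nM) plus 50 uM unlabeled GDP; compounds pinned in, 5 min RT, then read every 5 min for 30 min (ex 480, em 540 nm). Normalized to cAMP control.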
EPAC2 antag: antagonists of human EPAC2; 360,000 compounds, 0.18% hits; AID 720708; Q8WZA2; Potency, µM (top dose mostly 114 µM), inactives show top-dose activity, negative = inhibition, usual class: inhibitors; EPAC2 GEF exchange of Rap1B-BODIPY-GDP, fluorescence; further: potency means the concentration at half of the fitted maximal effect; on the % scale 0 is the no-effect control and ±100 the full control effect; nearly all actives have a fitted effect of over 45% in size; many of its hits are not listed in these tables
Numbers without * were called inactive; i = inactive; ? = inconclusive; . = not tested or not shown; [ ] = remark or other dose. Unless noted, the call rests on the fitted dose curve; in most records, active means well fitted curve in the direction sought with a large enough effect; inconclusive means small, poorly fitted or top-dose-only effect, or another doubt; inactive means no such curve, though single readings can be large; an effect the other way counts as inactive or inconclusive. An excerpt (hit frequency here may not be typical).

SMILES | TGFb inhibitor | Nrf2 block | CCT chaperon mod | Mm-Cpn inhibitor | A549 viability | Nrf2 activator | Akt phos inh | EPAC2 ag | EPAC2 antag
Cc1cccc(C(=O)NCc2ccco2)c1 | 0% | 19% | 3.4 | 0% | 2% | 0.1%[9.22 µM] | i | -1% | -6%
CC(C)(C)c1ccc(SCCc2cccnc2)cc1 | -7% | 21% | 0.5 | -1% | 0% | 8.2% | i | -1% | -24%
O=C(NC(Cc1ccc2c(c1)OCO2)C(=O)NC(Cc1ccccc1)C(=O)O)c1ccccc1 (stereo not given) | -8% | -4% | -3.3 | -2% | -15% | -0.5% | i | 0% | 5%
Cc1nn(Cc2ccccc2)c(C)c1C(=O)Nc1ccc(N2CCOCC2)cc1 | ? | -21% | -2.5 | -2% | 2% | 0.0% | i | 1% | 7%
COc1cc2ccccc2cc1C(=O)N(CCN(C)C)c1nc2ccc(C)cc2s1 | ? | ? | -0.6 | -2% | 0% | 2.6% | i | 26% | ?
COc1ccc(-c2n(Cc3ccccc3)c3ccccc3[n+]2Cc2ccccc2)cc1 | 7.9µM* | ? | -4.3 | 1% | ? | 1.5% | i | 8% | -17%
COc1cc(NC(=O)c2cc(Cl)c(OC)c(Cl)c2)ccc1NC(=O)c1cc2ccccc2o1 | -13% | 2% | . | . | 1% | 0.1% | . | . | .
COc1cccc(C(=O)NCCN2C(=O)S/C(=C/c3cccs3)C2=O)c1OC | 5% | 2% | -3.0 | 0% | 0% | 4.3% | i | 0% | 7%
Cc1c(C(=O)O)cccc1-n1c(C)cc(/C=N/Nc2ccc([N+](=O)[O-])cn2)c1C | -8% | 9% | -2.6 | -7% | -20% | 4.7% | i | 2% | ?
COc1ccc(N2CCN(CCCNC(=O)C3(S(=O)(=O)c4ccc(Cl)cc4)CC3)CC2)cc1 | 3% | 2% | -2.0 | -2% | 9% | 2.2% | i | 7% | -1%
CC1(C(=O)NS(=O)(=O)c2cccc(F)c2)CCN1C(=O)C1CCCCC1 (stereo not given) | 0% | . | 0.1 | . | . | -0.6% | . | 5% | -9%
Cc1ccccc1OCCNC(=O)c1ccco1 | 5% | 12% | -24 | -2% | -2% | 4.5% | i | 0% | -7%
CC(OC(=O)/C=C/c1cccc(Cl)c1)C(=O)NC1CCCCC1C (stereo not given) | -8% | 7% | -0.9 | 2% | -8% | 0.1% | i | -1% | 7%
CNc1snc(C)c1C(=O)OCC(=O)Nc1ccc(C)cc1F | 18% | ? | 6.5 | 0% | -6% | 4.5% | i | -8% | -3%
CCn1nc(C)cc1C(=O)OCC(=O)c1ccc(Cl)cc1 | -1% | 18µM* | -1.2 | -4% | 1% | 0.1% | i | 13% | -12%
Cc1cc(C)n2nc(C(=O)OCC(=O)N(C)CC(=O)Nc3ccccc3Cl)nc2n1 | -25% | 2% | -2.8 | -1% | -10% | 0.3% | i | -1% | 9%
COc1ccc(CCC(C)NCc2cccc(Br)c2)cc1 (stereo not given) | -18% | 6% | -1.1 | 1% | 0% | 4.4% | i | 8% | 2%
O=C(Nc1cccc(C(F)(F)F)c1)c1csc(COCCO)n1 | 1% | . | -2.1 | . | . | 3.9% | i | 9% | -8%
CCOC(=O)Cn1nc(NC(=O)COc2ccc(F)cc2)cc1C | 0% | 9% | 1.7 | -3% | 0% | 2.5% | i | 0% | 14%
Cc1ccc(CNC(=O)CC2(CC3=NS(=O)(=O)c4ccccc4N3)CCCC2)cc1 | ? | ? | -1.3 | 1% | -15% | -0.2% | i | 13% | -12%
COc1cccc(CNC(=O)N[C@@H](CC(C)C)C(=O)O)c1 | -23% | 20% | -1.8 | 0% | -10% | -0.5% | i | -19% | 6%
Cc1c(C(=O)NCCN(C)C)oc2c1-c1nn(Cc3ccccc3Cl)cc1CC2 | -18% | ? | . | . | 7% | 0.2% | . | . | .
CC(C)C(=O)Nc1nc2cc3c(cc2s1)OCCO3 | 5% | ? | -1.4 | 1% | 5% | 0.0% | i | 7% | -2%
O=C(CN1CCN(C/C=C/c2ccccc2)CC1)Nc1ccccc1C(=O)NC1CC1 | 2% | 6% | -1.0 | -4% | 12% | 0.1% | i | 8% | 3%
COCCNCc1cc(C)n(-c2cc(S(=O)(=O)N3CCOCC3)ccc2N2CCCC2)c1C | -20% | 14% | -1.9 | . | 2% | 0.2% | i | 0% | 9%
O=C(CSc1nnc2scc(-c3ccc(Cl)cc3)n12)Nc1ccc(F)cc1 | -1% | -11% | . | . | 1% | 1.1% | . | . | .
O=CC(=Cc1ccccc1)c1ccccc1 | -3% | . | -1.4 | . | . | 0.1% | i | 2% | -27%
O=Cc1s/c(=N\S(=O)(=O)c2ccccc2)n(CCCCl)c1Cl | 4µM* | ? | 2.2 | -19% | ? | -2.6% | i | -9% | -10%
Cc1nn(CC(=O)N2CCCCC2)c(=O)c2nn(-c3ccccc3)c(C)c12 | 5% | ? | 0.2 | 0% | 6% | -1.0% | i | -5% | 17%
O=C(Nc1ccccc1Cl)c1ccc(COc2ccc3c(c2)CCC3)cc1 | -21% | -20% | -0.8 | -4% | -2% | -0.4% | i | -5% | -1%
COc1ccc(OC)c(C2C(C(=O)c3cccs3)=C(O)C(=O)N2c2cc(C)on2)c1 (stereo not given) | 5% | 1% | -2.0 | -5% | -14% | 0.6% | i | 7% | 4%
COC(=O)Cc1[nH]n(-c2nc3ccccc3s2)c(=O)c1C(C)=Nc1ccc(OC)cc1 | ? | ? | -1.3 | -1% | -5% | 0.5% | i | 2% | 9%
Clc1ncn(C23CC4CC(CC(C4)C2)C3)n1 | 6% | . | 0.3 | 1% | 2% | -0.7% | i | 0% | 9%
O=C(C[C@H]1C/C=C\C[C@H](NC(=O)OCC2c3ccccc3-c3ccccc32)C(=O)OC[C@H]2CCCN2C1=O)NCCO | -1% | 10% | -1.2 | -1% | -4% | 0.0% | i | 12% | -12%
O=C(c1cccc(C(F)(F)F)c1)C1CCCN(C(=O)/C=C/c2cnc[nH]2)C1 (stereo not given) | 19% | -7% | -0.5 | -5% | 3% | -0.6% | i | 10% | 0%
CCS(=O)(=O)N1Cc2ccccc2CC1C(=O)Nc1ccc(OC)cc1 (stereo not given) | -15% | 7% | -1.6 | 0% | 13% | -0.7% | i | 3% | 3%
O=C(Nc1cccc(Cl)c1)c1ccc(Cn2cc(Cl)cn2)cc1 | 0% | 2% | -1.1 | -4% | 8% | 0.4% | i | 20% | -4%
Cc1cc(=O)oc(C)c1C(=O)N1CCN(Cc2ccc3c(c2)OCO3)CC1 | 6% | -2% | -2.4 | 1% | -8% | -0.8% | i | 10% | 2%
O=C(Nc1c(C(=O)Nc2cccc(F)c2)oc2ccccc12)c1cc2ccccc2o1 | 10% | ? | . | . | ? | 6.5% | . | . | .
O=C(NNC(=O)C1CCN(S(=O)(=O)c2ccccc2)CC1)c1ccccc1O | -2% | ? | 0.1 | 1% | 1% | -1.3% | i | 12% | 4%
N=c1c2c3c(sc2ncn1N)CCCC3 | -16% | -21% | -2.4 | 1% | 8% | 0.9% | i | 4% | 23%
O=S(=O)(NCc1ccccn1)c1cc(OCC(F)(F)F)ccc1OCC(F)(F)F | -12% | -1% | -2.4 | -2% | -1% | -0.5% | i | 4% | 5%
OC(CNCc1ccccc1F)COc1cccc2ccccc12 (stereo not given) | ? | 19% | 0.9 | 2% | -5% | 7.0% | i | 7% | -2%
COc1ccc(S(=O)(=O)NCCCCOc2ccc(Cl)cc2)cc1 | 13µM* | ? | -1.3 | 1% | -12% | 0.4% | i | 26% | -18%
CC1CCCN(S(=O)(=O)c2ccc([N+](=O)[O-])cc2)C1 (stereo not given) | 4% | -1% | -2.8 | 1% | ? | 3.4% | i | -6% | -6%
Cc1ccc(CNC(=O)c2nnn(CC(=O)Nc3cc(C)ccc3C)c2N)cc1 | 1% | 23% | . | . | 3% | -1.2% | . | . | .
CC(C)(C)C(=O)CNCC(=O)C(C)(C)C | 5% | -6% | 1.1 | 2% | -10% | -0.6% | i | 7% | -16%
O=C(N/N=C/C=C\c1ccccc1[N+](=O)[O-])c1ccncc1 | 3% | -7% | -1.4 | 2% | 3% | 5.1% | i | 5% | 0%
CCC(C)[C@H](NC(=O)NCc1ccccn1)C(=O)OC (stereo not given in full) | ? | -10% | -0.2 | -4% | 7% | -0.1% | i | 0% | 0%

A draw from above in order of SMILES length, low to high:
SMILES | TGFb inhibitor | Nrf2 block | CCT chaperon mod | Mm-Cpn inhibitor | A549 viability | Nrf2 activator | Akt phos inh | EPAC2 ag | EPAC2 antag
O=CC(=Cc1ccccc1)c1ccccc1 | -3% | . | -1.4 | . | . | 0.1% | i | 2% | -27%
O=S(=O)(NCc1ccccn1)c1cc(OCC(F)(F)F)ccc1OCC(F)(F)F | -12% | -1% | -2.4 | -2% | -1% | -0.5% | i | 4% | 5%
O=C(CN1CCN(C/C=C/c2ccccc2)CC1)Nc1ccccc1C(=O)NC1CC1 | 2% | 6% | -1.0 | -4% | 12% | 0.1% | i | 8% | 3%
O=C(c1cccc(C(F)(F)F)c1)C1CCCN(C(=O)/C=C/c2cnc[nH]2)C1 (stereo not given) | 19% | -7% | -0.5 | -5% | 3% | -0.6% | i | 10% | 0%
Cc1c(C(=O)O)cccc1-n1c(C)cc(/C=N/Nc2ccc([N+](=O)[O-])cn2)c1C | -8% | 9% | -2.6 | -7% | -20% | 4.7% | i | 2% | ?
